EP2 mod – EP2 receptor (human) modulation; EP2-expressing cells, cAMP HTRF FRET, PGE2 co-stimulation; P43116; 0.83% of 260,000 active; induction, % at 25 µM;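 active = compounds whose cAMP rise, as percent of the full-agonist control response, exceeds 60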;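 note: rat C6 glioma line stably carrying human EP2 under a CMV promoter; the protocol text gives 20 µM as final concentration; 100% = response of wells given 1 µM PGE2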
Target sequence (P43116 whole entry, looked up): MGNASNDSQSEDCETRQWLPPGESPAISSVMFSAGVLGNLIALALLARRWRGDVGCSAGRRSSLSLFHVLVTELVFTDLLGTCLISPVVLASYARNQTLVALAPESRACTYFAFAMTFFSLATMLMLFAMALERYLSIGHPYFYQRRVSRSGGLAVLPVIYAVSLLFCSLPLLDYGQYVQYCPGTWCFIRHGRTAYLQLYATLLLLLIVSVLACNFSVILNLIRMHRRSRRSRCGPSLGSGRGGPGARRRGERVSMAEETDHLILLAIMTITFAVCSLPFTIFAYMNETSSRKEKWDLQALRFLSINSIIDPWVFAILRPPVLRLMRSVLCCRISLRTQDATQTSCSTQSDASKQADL
RBBP9 inh – inhibitors of human serine hydrolase RBBP9 | O75884 | recombinant RBBP9, FP-Rh probe fluorescence polarization | inhibition, % at 7.94 µM | 0.2% of 220,000 active;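 active = inhibition above the campaign mean of all tested compounds plus 3 SD, cut at about 14% in these data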;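 note: plate controls were DMSO wells with RBBP9 for no effect and wells lacking RBBP9 protein for full effect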
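Test system: recombinant human RBBP9. Quantity: 2.5 µM RBBP9 dispensing solution, before mixing. Detection: FP readout at 525/598 nm. Reagent: Serine-hydrolase probe FP-Rh, 375 nM pre-mixing. Measure: % inhibition. Control set: DMSO-treated enzyme wells and wells lacking RBBP9. Buffer or medium: Tris-NaCl-Pluronic buffer, pH 8.0. Times: preincubation 30 min plus labeling 45 min at 25 °C.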
PERK inhibitor – inhibitors of human PERK kinase; Q9NZJ5; CHO PERK-DD fusion, SEAP luminescence translation reporter; inhibition, % at 5.6 µM; 0.17% of 220,000 active; AID 1416;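 active = inhibition above the mean inhibition of all tested compounds plus 3 SD, set separately per screening campaign, cut at about 2.9% in these data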;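 note: PERK kinase domain activated by AP20187 dimerizer at 100 nM; 0% = DMSO with dimerizer and 100% = rapamycin at 8.4 µM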
PGE2 EP2 inh – EP2 receptor (human) inhibition; C6 glioma cells expressing human EP2, cAMP TR-FRET; cells stimulated with saturating PGE2; inhibition, % at 25 µM; 0.52% of 260,000 active;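 active = percent inhibition above 40 after rounding to a whole number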;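 note: rat C6 glioma host cells with rolipram phosphodiesterase inhibitor present; the protocol text gives 20 µM as final concentration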
TNF necrop inh – TNF-alpha cell death inhibition in Jurkat FADD-/- cells; Jurkat FADD-/- TNF necroptosis rescue, ATP luminescence, 24 h; 0 = TNF only, 100 = no-TNF cells; activation (protection from cell death), % at 10 µM; 0.068% of 220,000 active;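 active = activation, meaning protection from cell death, of at least 50% relative to plate controls; inactive = activation below 50%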;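 note: necroptosis triggered by 40 ng/mL TNF-alpha added together with compound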
Runt-CBFb FRET – inhibitors of human RUNX1 Runt domain binding to CBFb; Q01196+Q13951; Cerulean-Runt/Venus-CBFb FRET ratio 530/480, 1 h; inhibition, % at 20 µM; 0.46% of 220,000 active; AID 1496;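 active = inhibition over about 50% at 20 µM in the single-dose screen, limit read from the data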;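 note: 0% = DMSO wells and 100% = excess unlabeled CBFb competitor control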
Target sequence (Q01196 whole entry, looked up, the tested form may be a part): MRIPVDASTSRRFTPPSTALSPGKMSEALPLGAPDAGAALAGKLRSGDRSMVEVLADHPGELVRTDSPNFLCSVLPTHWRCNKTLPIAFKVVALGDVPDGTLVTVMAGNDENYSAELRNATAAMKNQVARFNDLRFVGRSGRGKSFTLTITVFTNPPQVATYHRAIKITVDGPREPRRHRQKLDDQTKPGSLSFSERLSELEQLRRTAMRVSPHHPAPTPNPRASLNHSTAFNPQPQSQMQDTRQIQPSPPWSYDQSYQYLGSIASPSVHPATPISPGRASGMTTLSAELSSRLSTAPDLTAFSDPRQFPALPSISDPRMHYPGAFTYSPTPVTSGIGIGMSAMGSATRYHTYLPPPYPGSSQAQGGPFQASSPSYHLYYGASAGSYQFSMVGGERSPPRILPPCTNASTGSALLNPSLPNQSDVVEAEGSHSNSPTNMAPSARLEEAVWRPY
Target sequence (Q13951 whole entry, looked up, the tested form may be a part): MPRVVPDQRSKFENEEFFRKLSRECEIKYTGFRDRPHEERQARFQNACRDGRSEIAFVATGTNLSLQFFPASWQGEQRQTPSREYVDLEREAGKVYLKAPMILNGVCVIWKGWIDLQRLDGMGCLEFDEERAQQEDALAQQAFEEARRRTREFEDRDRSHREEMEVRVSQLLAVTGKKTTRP
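System: Cerulean-labeled Runt domain protein | Quantity: 100 nM of each labeled protein | Schedule: 1 h compound exposure, room temperature | Detection: Fluorescence energy transfer, 422 nm excitation, 530/480 nm emission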
Hck-Nef inh – inhibitors of human Hck kinase activated by Nef | P08631 | Recombinant Hck-YEEI plus Nef, Z-Lyte FRET kinase assay | inhibition, % at 20 µM | 0.68% of 220,000 active;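 active = Hck-Nef kinase inhibition above about 50%, limit read from the data; inactive = inhibition below that limit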;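 note: 0% = DMSO with Hck plus Nef and 100% = Hck alone without Nef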
Runt-SMMHC FRET – inhibitors of human RUNX1 Runt domain binding to CBFb-SMMHC; Q01196+Q13951; Cerulean-Runt/Venus-CBFb-SMMHC FRET ratio 530/480, 1 h; inhibition, % at 20 µM; 0.74% of 220,000 active;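 active = mean inhibition across duplicate retests at 20 µM reaching about 50%, limit read from the data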;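 note: 0% = DMSO wells and 100% = wells with excess untagged CBFb-SMMHC; inhibitors lower the FRET ratio by blocking Runt binding to CBFb-SMMHC; some results filed as inactive read as strong as hits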
L929 necroptosis – blocks zVAD induced death of L929 cells; 0.38% of 220,000 active; viability rescue, % at 10 µM; L929 zVAD necroptosis rescue, ATP luminescence, 24 h; with zVAD 60 µM;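 active = activation, scaled between plate controls, above about 75%, limit read from the data; inactive = activation under that limit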;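 note: 0% = zVAD with DMSO and 100% = DMSO alone without zVAD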
* marks the source's active call; other numbers are inactive results; . = no result given. These rows are one share of the data. The share of hits here may be higher or lower than overall.

SMILES | EP2 mod | RBBP9 inh | PERK inhibitor | PGE2 EP2 inh | TNF necrop inh | Runt-CBFb FRET | Hck-Nef inh | Runt-SMMHC FRET | L929 necroptosis
Cc1ccc(C(CC(=O)NCc2ccco2)c2ccccc2)c(O)c1 (stereo not drawn) | -3 | -1 | -0.8 | 6 | -0.8 | 0 | 1 | 0 | 0.5
CCS(=O)(=O)N1CCCC(C(=O)NCc2cccc(OC)c2)C1 (stereo not drawn) | -2 | -6 | 1.1 | 9 | -1.5 | 0 | 2 | -1 | 0.1
Cc1ccc(C)c(-n2c(Cc3cc(=O)[nH]c(=O)[nH]3)nnc2SC(C)C)c1 | 11 | -3 | 0.1 | 17 | -0.3 | 1 | 3 | -3 | -0.3
Cc1ccc(S(=O)(=O)CCc2nnc(NC(=O)COc3cccc(C)c3)s2)cc1 | 11 | -3 | 1.6 | 6 | -1.3 | -3 | 0 | -5 | 0.8
COc1ccc(-n2nnnc2SCC(=O)N2CCCC2)cc1OC | 10 | -12 | 0.5 | 8 | 0.7 | -2 | 1 | 3 | 0.1
CN1C(=S)SC(/[N+]([O-])=C\c2ccc(Cl)cc2)C1(C)C (stereo not drawn) | -12 | -5 | 0.6 | 8 | 3.0 | 0 | -2 | 2 | 0.3
Cc1ccc(CNS(=O)(=O)c2ccc(C(C)(C)C)cc2)n1C | 14 | -9 | 0.5 | 7 | -0.5 | 0 | 1 | -5 | 0.9
Cc1ccc(-n2c(O)c(C=NCc3ccccn3)c3ccccc3c2=O)cc1C | -33 | -6 | -0.4 | 13 | -2.7 | -5 | 3 | 2 | 1.0
NCC[C@H](O)C(=O)N[C@@H]1C[C@H](N)[C@@H](O[C@H]2O[C@H](CN)[C@@H](O)[C@H](O)[C@H]2O)[C@H](O)[C@H]1O[C@H]1O[C@H](CO)[C@@H](O)[C@H](N)[C@H]1O | -1 | -6 | 1.1 | . | 2.0 | 1 | -3 | 1 | 3.3
c1cc(-c2noc(-c3ccc4c(c3)OCO4)n2)ccn1 | . | -5 | 1.1 | . | -3.2 | . | 1 | . | 0.0
Cc1ccc(CN2C(=O)CCC2C(=O)NCc2ccccc2Cl)cc1 (stereo not drawn) | 7 | -6 | 0.0 | 5 | 0.1 | 0 | 16 | 0 | 0.7
COc1cc2c(cc1OC)-c1nnc(-c3cccs3)n1C1(CCCC1)C2 | 5 | -8 | -0.7 | 15 | 0.9 | -1 | 1 | 2 | 0.0
C=CCn1c(SCC(=O)Nc2c(C)nn(Cc3ccccc3)c2C)nnc1C(O)c1ccccc1 (stereo not drawn) | 12 | -6 | 0.9 | 16 | -1.9 | 0 | 0 | 1 | -0.2
CN(C)CCCN(Cc1cc2cc3c(cc2[nH]c1=O)OCO3)C(=S)Nc1ccccc1 | -25 | -13 | -0.1 | 11 | 4.0 | -8 | 16 | -16 | -1.3
CCOC(=O)c1cc2c(ccc3ccccc32)oc1=O | -22 | 3 | 1.4 | 12 | 0.6 | 85* | 23 | 92* | 15
Cc1ccc(CN2CCN(CC(=O)NC(C)c3ccc4c(c3)OCCO4)C2=O)cc1 (stereo not drawn) | 20 | -4 | 0.5 | 13 | -0.4 | 2 | 0 | -5 | 0.2
CNC(=S)Nc1ccc(OC)c(OC)c1 | 24 | 0 | -0.5 | 12 | -3.2 | -4 | 3 | -3 | -0.2
O=C(COc1ccccc1)Nc1cccc2c1CCCC2 | -18 | -8 | -0.1 | 17 | -3.4 | 1 | 0 | 3 | 0.3
Cn1ncc([N+](=O)[O-])c1C(=O)Nc1nc2ccccc2n1CCN1CCCCC1 | -3 | -10 | -1.2 | 14 | 1.7 | 0 | 0 | 1 | 0.6
O=C(Nc1nc(-c2ccc(Cl)cc2)cs1)C1CCCO1 (stereo not drawn) | -49 | -4 | 0.8 | 6 | 0.8 | -3 | 26 | 2 | 1.0
CCOC(=O)C1=NNC(C(=O)c2ccc(Cl)cc2)C1c1ccccc1 (stereo not drawn) | 43 | -5 | 0.5 | 7 | 1.2 | -4 | 1 | 1 | 1.3
COc1cccc(C2c3[nH]c4ccccc4c3CCN2C(=O)Cn2cncn2)c1OC (stereo not drawn) | -5 | 6 | 0.7 | 1 | 1.4 | . | 7 | . | -0.1
Cc1cc(Nc2c(C#N)c(N)nn2C)ccc1F | -8 | -3 | 0.6 | 7 | -0.3 | 0 | 14 | -1 | 1.4
Cc1[nH]n(-c2ccccc2)c(=O)c1C=Nc1ccc2[nH]c(=O)[nH]c2c1 | -11 | 7 | 1.3 | 3 | 0.8 | -1 | 1 | -11 | -0.4
NC(=S)Nc1ncc(C(F)(F)F)cc1Cl | -11 | -2 | 0.3 | 5 | -2.1 | 8 | 10 | -2 | 0.1
Continuation.
SMILES | EP2 mod | RBBP9 inh | PERK inhibitor | PGE2 EP2 inh | TNF necrop inh | Runt-CBFb FRET | Hck-Nef inh | Runt-SMMHC FRET | L929 necroptosis
Cc1ccc(S(=O)(=O)Oc2ccc(C3C4=C(CCCC4=O)OC4=C3C(=O)CCC4)cc2)cc1 | 11 | -9 | -0.8 | 11 | -2.0 | . | 2 | -6 | -0.2
Cc1cccc(C)c1NC(=O)CC(NCc1ccco1)C(=O)O (stereo not drawn) | 2 | 2 | 0.8 | . | -1.5 | 1 | 1 | 1 | 0.0
Cc1cc(C(=O)N/N=C/C(Cl)=C/c2ccccc2)c(C)o1 | -21 | -12 | -0.2 | 4 | 0.6 | 1 | 23 | 0 | 0.8
Cc1cc(N2CCN(c3nc4ccccc4s3)CC2)n2ncnc2n1 | -3 | -1 | -0.3 | 2 | -16 | -1 | 1 | -3 | 0.0
O=C(/C=C/c1ccc(Cl)cc1Cl)NCCSCc1ccccc1 | -58 | -5 | 1.0 | 6 | 0.7 | -1 | 5 | -1 | 0.5
O=C(CN1C(=O)S/C(=C/c2cccnc2)C1=O)N1CCOCC1 | 28 | 1 | 1.0 | 10 | 2.5 | -2 | 0 | 0 | 0.1
Cc1ccc(C2SCCN2C(=O)c2ccc([N+](=O)[O-])cc2)cc1 (stereo not drawn) | 3 | -5 | 0.4 | 6 | 51* | 2 | 1 | 5 | 0.8
O=C(COc1cc(Cl)c(Cl)cc1Cl)Nc1ccncc1 | -4 | 5 | 0.9 | 5 | -2.0 | -1 | 1 | -7 | -0.2
Cc1cccc(C(=O)Nc2ccc(N3CCN(c4ccc(C(F)(F)F)cn4)CC3)nc2)c1 | 5 | 1 | 1.4 | 14 | 1.8 | 2 | 8 | -5 | -0.6
COC(=O)CC1(C(=O)OC)Oc2ccc(Br)cc2C(=O)N1c1ccc(Br)cc1Cl (stereo not drawn) | 3 | 8 | -1.1 | 10 | -13 | -1 | 6 | 0 | -0.5
Cn1cnc([N+](=O)[O-])c1SCCO | 14 | -8 | 0.1 | 4 | -0.1 | 1 | -3 | -2 | -0.3
Cc1ccccc1OC(C)C(=O)NCc1cccnc1 (stereo not drawn) | 8 | 2 | 0.3 | 7 | -0.4 | 0 | 15 | -6 | 0.2
O=C(Nc1cccc(S(=O)(=O)N2CCCCC2)c1)C1CC(=O)N(Cc2ccco2)C1 (stereo not drawn) | -12 | 2 | 0.3 | 4 | 0.9 | 1 | 15 | -3 | 1.1
CC(C)c1cc(C(=O)O)c2ccccc2n1 | -5 | 2 | 0.9 | 8 | -0.5 | 1 | 31 | 0 | 0.9
COc1cc(-c2c(C#N)c(=O)[nH]c3c2c(C)nn3-c2ccccc2)ccc1O | 23 | -3 | -0.3 | 15 | -0.4 | -1 | 2 | -2 | 0.0
Cc1cc(C)cc(N2CN=c3s/c(=C\c4ccco4)c(=O)n3C2)c1 | 24 | -6 | -0.1 | 10 | 1.7 | -1 | 5 | 0 | 1.6
Cc1cc(C)nc(NC(=O)c2ccc(Cl)c(Cl)c2)n1 | 4 | -10 | -1.1 | 14 | -0.2 | -2 | -20 | -3 | -0.8
C=CCNc1nc(Nc2ccc(OC)cc2OC)nc(OCC)n1 | 42 | -2 | -0.3 | 12 | -1.0 | 4 | 4 | 2 | -0.2
O=C(O)CCCCCCNC(=O)c1cncc(O)c1 | 37 | 4 | 0.7 | 3 | 0.2 | -1 | 13 | 0 | 3.6
Cc1nn(C)cc1C(C(=O)NC1CCCCC1)N(C(=O)Cc1cccs1)c1ccc(C(C)C)cc1 (stereo not drawn) | 25 | -4 | -0.4 | 13 | -5.3 | -7 | 1 | 0 | -0.3
CCOC(=O)CCNC(=O)Nc1ccc2nc(C)n(Cc3ccccc3Cl)c(=O)c2c1 | -18 | -9 | -1.6 | -5 | 0.8 | -2 | 0 | 1 | 0.1
COc1cc(C2=NOC(C(=O)N3CCCCCC3)C2)cc(OC)c1OC (stereo not drawn) | -10 | -6 | -0.6 | 7 | 1.3 | -2 | 0 | 2 | -0.1
COc1ccc(OCC(O)CNC(=O)Nc2ccc(F)cc2)cc1 (stereo not drawn) | -45 | -1 | 1.2 | 10 | 0.1 | -3 | 5 | -2 | 0.5
CC(C)(C)c1nnc(N/N=C/c2ccc(Br)cc2)n(N)c1=O | -14 | -9 | -0.2 | 6 | 0.7 | -1 | 0 | 2 | 0.9
N#Cc1nc(COc2ccc(Cl)cc2)oc1N1CCN(Cc2ccccc2)CC1 | -10 | -7 | -0.5 | 11 | 1.7 | 6 | -3 | -2 | -0.2
Next results
SMILES | EP2 mod | RBBP9 inh | PERK inhibitor | PGE2 EP2 inh | TNF necrop inh | Runt-CBFb FRET | Hck-Nef inh | Runt-SMMHC FRET | L929 necroptosis
CCn1c(CNC(=O)c2ccccc2)nnc1SCC(=O)N1CCN(c2ccccc2)CC1 | 30 | -9 | -0.1 | 4 | -0.2 | -6 | 6 | -3 | 0.2
COc1ccc(C2/C=C\CN(C(=O)Nc3ccccc3)CC(=O)N2Cc2ccc(F)cc2)cc1 (stereo not drawn) | 10 | . | . | 11 | 2.2 | 2 | 34 | 5 | -0.5
CC(C)(C)NC(=S)N/N=C/c1cccnc1 | -11 | -8 | -0.1 | 11 | 9.5 | -2 | 14 | 0 | 1.7
CCOC(=O)c1c(NC(=O)c2cccs2)sc2c1CCN(C(=O)OCC)C2 | 52 | 4 | -0.5 | 13 | -3.3 | -2 | 2 | 1 | 0.0
CCCCn1c(N)c(N(CCC(C)C)C(=O)COC(=O)c2ccccc2)c(=O)[nH]c1=O | 14 | 2 | 0.9 | 0 | 1.0 | 1 | 12 | 2 | 3.8
CCOC(=O)CSc1cc(C)nc(N)n1 | 11 | -4 | 1.0 | 5 | -1.7 | 0 | 0 | -3 | 0.0
CC(=O)Nc1ccc(C(=O)CSc2nnc(C)o2)cc1 | 18 | -5 | 0.2 | 19 | 2.3 | -1 | -6 | -22 | 2.4
CCOC(=O)Cc1csc(NC(=O)Cc2ccccc2)n1 | -8 | -4 | 0.2 | 5 | 5.9 | . | 23 | . | 3.2

Individual results from the results shown.
For EP2 mod, O=C(/C=C/c1ccc(Cl)cc1Cl)NCCSCc1ccccc1 shows -58
For Runt-CBFb FRET, COc1cc(C2=NOC(C(=O)N3CCCCCC3)C2)cc(OC)c1OC (stereo not drawn) shows -2

Compound activity as filed in PubChem BioAssay.
